# Source: PubChem BioAssay (several laboratories)
# HCV NS3 hel inh = inhibitors of HCV NS3 helicase, primary screen, biochemical, Cy5 molecular beacon fluorescence | AID 1800, 2009 | NS3 helicase DNA unwinding | inhibition, % at 10.9 µM | Hepatitis C virus NS3 helicase | hit rate 0.56% among 290,000;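 active = inhibition above the mean of all tested compounds plus 3 SD, set per campaign, cut at about 35% in these data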;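 also: 0% = DMSO wells and 100% = thioflavine S control wells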
#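 Measured by: Cy5 fluorescence, 0 and 60 min reads / Assay system: NS3 helicase fragment of HCV / Control set: low DMSO, high thioflavine S at 110 µM / Times: 1 h reaction at 25 °C, ATP-initiated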
# p-CIP stab down = p/CIP-EGFP fusion destabilizers, primary screen, fluorescence, F442A cells; Q05BA5; 16 h; decrease of EGFP signal, % at 10 µM; hit rate 0.01% among 290,000; AID 1984, 2009;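 active = EGFP signal decrease of at least 30% at 10 µM or well 3 SD below plate mean, unless failing retest; inactive = the rest, including hits failing retest or dose response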; also: some compounds called inactive have numbers as strong as hits; many of its hits are not listed in these tables
# IDE cell inh = human IDE inhibitors in live cells, primary screen, fluorescence polarization, HEK cells, FAbetaB substrate; FAbetaB cleavage; inhibition, % at 5.59 µM; hit rate 0.41% among 320,000; AID 434962, 2010; Insulin-degrading enzyme (Homo sapiens), P14735;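 active = percent inhibition above the average of all tested compounds plus 3 SD, set per screening campaign, cut at about 16% in these data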;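 also: IDE supplied by intact live HEK cells; FP after avidin binding of uncleaved biotin substrate so inhibition keeps polarization high; 0% = DMSO wells and 100% = 60 µM reference IDE inhibitor Ii1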
# IDE cell activ = human IDE activators in live cells, primary screen, fluorescence polarization, HEK cells, FAbeta-B substrate; FAbeta-B cleavage; 0% vehicle, 100% cell-free pure enzyme wells; activation, % at 5.96 µM; hit rate 0.073% among 340,000; Insulin-degrading enzyme (Homo sapiens), P14735;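 active = activation above the mean of all tested compounds plus 3 SD, set per screening campaign, cut at about 17% in these data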
# GalR3 antag = GalR3 antagonists in HEK293 cells, primary screen, cell-based, fluorescence readout; Galanin receptor type 3 (Homo sapiens), O60755; HEK293 GalR3-CNG cAMP membrane potential fluorescence; galR3 body fused to GalR1 C-terminus; inhibition, % at 3 µM; hit rate 0.44% among 360,000;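 active = inhibition above the screen-wide average plus 3 SD, cut at about 13% in these data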;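 also: forskolin and galanin both at EC90 stimulate the cells; cAMP rise reported by CNG channel membrane potential dye signal; 0% = forskolin plus galanin with DMSO and 100% = forskolin alone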
# Target sequence (O60755 1-299 limits assumed): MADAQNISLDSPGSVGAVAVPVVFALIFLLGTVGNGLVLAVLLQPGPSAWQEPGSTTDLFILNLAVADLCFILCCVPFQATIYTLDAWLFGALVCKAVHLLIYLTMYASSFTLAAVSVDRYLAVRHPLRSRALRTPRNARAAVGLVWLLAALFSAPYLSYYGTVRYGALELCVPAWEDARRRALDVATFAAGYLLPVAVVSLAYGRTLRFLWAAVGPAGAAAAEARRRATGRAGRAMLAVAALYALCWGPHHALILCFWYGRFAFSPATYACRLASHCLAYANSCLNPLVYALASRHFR
# IMP-1 inh = IMP-1 metallo-beta-lactamase inhibitors, primary screen, biochemical, epi-absorbance readout, Pseudomonas aeruginosa enzyme. metallo-beta-lactamase IMP-1 (Pseudomonas aeruginosa). purified IMP-1, nitrocefin hydrolysis, epi-absorbance fluorescence. inhibition, % at 5.6 µM. hit rate 0.45% among 290,000. AID 1556, 2009;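 active = inhibition above the mean plus 3 SD of all compounds in the same screening run, cut at about 4.5% in these data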;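 also: 0% = IMP-1 with DMSO and 100% = DMSO wells lacking enzyme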
#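 assay system = purified recombinant IMP-1 metallo-beta-lactamase enzyme | schedule = 15 min preincubation plus 25 min reaction at 25 °C | signal = Epi-absorbance fluorescence, 480 nm excitation, 530 nm emission | read-out basis = percent inhibition from optical density relative to buffer-blank wells | controls = IMP-1 with DMSO as 0%, enzyme-free DMSO as 100%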
# CRFBP-R2 block = antagonists of CRF-BP/CRF-R2 complex, primary screen, cell-based, HEK293, calcium dye fluorescence, uHTS; CRF-induced calcium fluorescence; inhibition, % at 11.8 µM; hit rate 0.59% among 350,000;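 active = inhibition of the ligand-induced calcium signal above about 50% at the single tested concentration, limit read from the data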
# UBC9 SUMO inh = inhibitors of in vitro SUMOylation cascade, primary screen, biochemical, HTRF, uHTS | HTRF SUMOylation assay, SAE1/SAE2 + UBC9 | inhibition, % at 35 µM | hit rate 0.36% among 290,000; in the data active = inhibition above about 50%, passing the limit was not always enough; also: strong numbers were not always called active
# Target sequence (P63279 whole entry, looked up): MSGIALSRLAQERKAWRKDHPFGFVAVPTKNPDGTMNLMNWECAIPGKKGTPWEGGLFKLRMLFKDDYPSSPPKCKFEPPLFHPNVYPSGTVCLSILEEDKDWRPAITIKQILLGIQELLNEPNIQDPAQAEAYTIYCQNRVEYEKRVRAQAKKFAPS
# VIM-2 inh = VIM-2 metallo-beta-lactamase inhibitors, primary screen, biochemical, epi-absorbance readout, Pseudomonas aeruginosa enzyme; purified VIM-2, nitrocefin hydrolysis, epi-absorbance fluorescence; inhibition, % at 5.6 µM; hit rate 0.89% among 290,000; AID 1527, 2009;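 active = inhibition above the mean of all tested compounds plus 3 SD, cutoff set per screening run, cut at about 7.5% in these data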;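 also: red hydrolysis product quenches plate fluorescence so inhibitors raise well fluorescence; 0% = enzyme with DMSO and 100% = DMSO without enzyme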
# Active calls of the source: *; nt = no result given. Rows are unselected. About 3.2% of those tested had a hit in this group.
# Start of the listing, in advance (two entries):
SMILES,HCV NS3 hel inh,p-CIP stab down,IDE cell inh,IDE cell activ,GalR3 antag,IMP-1 inh,CRFBP-R2 block,UBC9 SUMO inh,VIM-2 inh
Cc1ccc(S(=O)(=O)/N=c2\ccc(Cl)cn2C(F)F)cc1,9,-1,5,3,-3,-2.8,32,9,-0.9
Cc1ccccc1NC(=O)N1CCNC(=O)C1CC(=O)Nc1cc(Cl)ccc1Cl (stereo not given),1,3,-4,2,-3,-3.3,-7,-5,-3.2

# Main list, previewed entries included:
SMILES,HCV NS3 hel inh,p-CIP stab down,IDE cell inh,IDE cell activ,GalR3 antag,IMP-1 inh,CRFBP-R2 block,UBC9 SUMO inh,VIM-2 inh
Cc1ccc(S(=O)(=O)/N=c2\ccc(Cl)cn2C(F)F)cc1,9,-1,5,3,-3,-2.8,32,9,-0.9
Cc1ccccc1NC(=O)N1CCNC(=O)C1CC(=O)Nc1cc(Cl)ccc1Cl (stereo not given),1,3,-4,2,-3,-3.3,-7,-5,-3.2
CC1CCCN(C(=O)C2CCN(S(=O)(=O)c3cccc4nsnc34)CC2)C1 (stereo not given),-6,-6,4,-3,0,-1.5,6,6,-0.5
COc1ccc(NS(=O)(=O)c2cccc3ccccc23)cc1,nt,nt,-1,6,-2,nt,4,nt,nt
O=C(c1ccccc1)N1CCN(c2ccc([N+](=O)[O-])cc2-n2cccc2)CC1,-13,0,2,4,-5,-1.5,-10,9,-0.7
C=CCn1c(=O)c(C(=O)NCc2ccc3c(c2)OCO3)c(O)c2ccccc21,-12,-7,1,3,-8,-4.0,-12,-2,-2.6
O=C(COC(=O)C1=COCCO1)Nc1c(F)cccc1F,nt,nt,-2,3,1,nt,1,nt,nt
Cc1cccc(NC(=O)c2cc(NC(=O)CCCC(=O)O)ccc2Cl)n1,-1,-3,0,0,-6,-4.1,-18,8,-5.3
COc1ccccc1/C=C/C(=O)Nc1cccc(S(=O)(=O)N2CCOCC2)c1,nt,nt,-2,2,-4,nt,-10,nt,nt
c1ccc2c(NC3=NCCCCS3)cccc2c1,-2,-10,5,5,1,1.2,18,-34,-1.4
CC(C)(C)c1ccc(OCCON2C(=O)CCC2=O)c(Cl)c1,0,-12,2,2,-3,-1.6,9,5,-3.2
O=C(NC1CCS(=O)(=O)C1)c1cc(-c2ccccc2)nc2ccccc12 (stereo not given),-5,0,-4,2,-4,0.2,-6,5,-1.6
N#CC(c1ccccc1F)(c1ncc(C(F)(F)F)cc1Cl)N1CCOCC1 (stereo not given),2,0,-2,6,-3,-2.0,12,2,-1.1
CCCn1c(=N)c(C#N)cc2c(=O)n3ccccc3nc21,2,-12,-5,3,-7,-2.3,-1,14,0.6
CN(C)CCCO[C@@H]1[C@H]2OC(C)(C)O[C@H]2O[C@@H]1[C@H](O)CO,nt,nt,6,-3,-3,nt,38,nt,nt
COc1cc(/C=N/NC(=S)Nc2cccnc2)cc(OC)c1OC,2,-12,-4,4,-1,-2.6,-7,22,-3.4
CC(C)(C)OC(=O)N1CCC[C@H]1c1nnc(SCc2ccc(Cl)cc2)o1,-4,-9,14,0,1,-2.5,13,22,-4.3
Cc1ccc(N(CC(=O)N2CCCCC2)S(=O)(=O)c2ccc(C)cc2)cc1,-15,-2,3,3,-7,-1.4,-19,44,-4.0
CC(SC1=NCCN1S(C)(=O)=O)c1ccccc1 (stereo not given),-6,-6,5,1,-7,-3.4,-12,-1,-2.1
CCOC(=O)NC1(Nc2ccc(Cl)cn2)Oc2ccccc2O1,21,-7,nt,nt,nt,-0.9,nt,-3,-0.1
COc1ccc(S(=O)(=O)Nc2cc3[nH]c(=O)oc3cc2C)cc1,21,8,5,4,-9,-1.9,3,12,-0.9
COc1ccc(NC(=O)c2ccc(-c3ccccc3)cc2)cc1NS(=O)(=O)c1ccc(F)cc1,-2,-15,21*,-23,-8,-3.1,4,20,-1.8
Cc1cccc(NC(=O)CN2CCN(CC(=O)Nc3ccc(-c4ccccc4)cc3)CC2)c1C,-2,2,2,2,-8,-2.8,4,-11,-2.8
CC(=O)Nc1cccc(NC(=O)c2cc(-c3cccnc3)nc3ccc(Cl)cc23)c1,2,2,8,3,-3,-1.5,-14,-1,0.4
COc1cc2c(=O)n(Cc3ccccc3)c(=O)n(CC(=O)C(C)(C)C)c2cc1OC,-18,-2,-2,nt,nt,-1.1,5,14,-0.7
O=C(NCC1CCCCC1)c1cccc([N+](=O)[O-])c1,2,5,-2,3,1,1.6,-1,-2,-0.8
O=C(Oc1cccc2c(OC(=O)N3CCOCC3)cccc12)N1CCOCC1,9,-4,9,4,-3,-7.0,-9,14,-0.7
O=C(Nc1nccs1)c1cccc(NC(=O)C(F)(F)F)c1,4,-5,-6,2,-4,0.1,-3,-17,-2.0
COc1ccc(/C=C/C(=O)OCCCN(C)C)cc1,-8,-49,5,1,2,-0.7,19,8,1.6
COc1ccc(NC(=S)NCCCN2CCCC2)cc1,-1,-16,2,-6,-1,-2.6,-15,10,-1.5
CN(C(=O)Cn1cnc([N+](=O)[O-])n1)C1CCCCC1,12,6,-2,-3,-8,-0.9,-9,-1,-1.5
O=C(O)CN1C(=O)/C(=C/c2ccccc2Cl)Oc2ccccc21,26,-7,-2,-4,5,-0.2,12,30,-0.2
Clc1ccc(C2Nc3ccccc3-n3cccc32)cc1 (stereo not given),4,10,0,2,-1,0.1,-14,11,2.7
O=C(COC(=O)CCC(=O)c1ccccc1)NNC(=O)c1ccc(Cl)cc1,nt,nt,-6,-4,-3,nt,0,nt,nt
Cc1cc(C(=O)Nc2ccc(OCc3ccccc3)cc2)c(C)o1,-7,-1,0,2,-3,0.4,5,5,0.8
CCOC(=O)c1ccc(NC(=S)Nc2cc(C)cc(C)n2)cc1,-3,-7,-3,2,-8,0.5,14,19,-0.4
CCOC(=O)CN1C(=O)N[C@@H](c2ccccc2)C(C(=O)OC)=C1C,6,2,0,2,nt,2.1,-2,17,1.7
C=C(C)c1ccccc1NC(=O)CCN1C(=O)c2ccccc2S1(=O)=O,16,-16,1,2,-2,-0.5,-3,2,-1.2
Cc1cc2cc3c(cc2nc1SCC(=O)O)OCCO3,3,-1,6,2,-5,-2.5,12,4,-0.9
CC1=C/C(=C\C=C(C#N)C#N)N(C)c2ccccc21,1,-281,81*,-87,-3,-5.1,27,9,-4.8
COc1ccc(C)cc1NS(=O)(=O)c1ccc(NC(=O)CN(c2cc([N+](=O)[O-])ccc2C)S(C)(=O)=O)cc1,-27,9,0,4,-12,-2.5,-9,-20,-3.3
CCOC(=O)[C@H]1[C@H]2COc3ccc(Br)cc3[C@@H]2N2C(=O)c3cc(F)c(F)cc3NC(=O)[C@@]12C,nt,nt,0,0,-8,nt,-4,nt,nt
CCc1c(C)c2c(C)nn(-c3ccccc3)c2[nH]c1=O,1,-1,2,6,-5,-3.5,-24,-8,1.1
Cc1ccc2c(c1)CCCN2S(=O)(=O)c1cccc(C(=O)Nc2ccccc2C(=O)O)c1,35,-2,41*,-83,-6,-2.1,nt,23,-2.5
CC(=O)Nc1c(C)ccc(CNC(=O)COc2cc(C)ccc2C)c1C,-2,-9,8,2,5,-2.5,-9,27,-1.1
CCOc1ccc(OCC)c(NC(=O)C2CCN(S(=O)(=O)c3c(C)noc3C)CC2)c1,2,15,4,5,0,-1.2,7,-13,-2.3
COc1ccc(C)cc1NC(C)C(=O)NC(=O)NC1CCCCC1 (stereo not given),nt,nt,10,5,-8,nt,-16,nt,nt
Cc1[nH]c2ccccc2c1C(=O)CN1C(=O)NC(C)(c2ccc(Cl)cc2Cl)C1=O (stereo not given),-11,-25,1,2,-12,-0.7,-199,-31,3.0
CS(=O)(=O)c1ccc(NCCc2ccccn2)c([N+](=O)[O-])c1,-2,3,2,5,-7,-4.1,2,8,-1.6
COCCN(C(=O)COC(=O)/C=C/c1ccc2c(c1)OCO2)c1c(N)n(Cc2ccccc2)c(=O)[nH]c1=O,nt,nt,-3,1,-4,nt,4,nt,nt
Cc1[nH]n(C(C)(C)C)c(=O)c1Sc1ccc(Cl)cc1,-4,-4,4,2,-3,-2.6,13,17,0.5
CCOC(=O)[C@@H]1[C@H]2COc3ccccc3[C@H]2N2C(=O)N(c3cccc(Cl)c3)C(=O)[C@@]12C,-26,6,4,8,nt,-1.6,-12,-17,-2.7
COc1ccc(/C=C(/NC(=O)c2ccccc2)C(=O)N/N=C/c2ccc3c(c2)OCO3)cc1OC,-8,-3,nt,-7,1,-2.4,9,6,-4.9
CCCn1nc(NC(=O)c2ccncc2)c2cc3ccccc3nc21,0,-9,1,4,-6,-2.7,-9,31,-0.6
Cc1cc(C)c(NC(=O)CCn2nnc3ccccc32)c(C)c1,-16,-9,-7,nt,-1,-4.0,-13,9,-2.5
O=C(O)/C(=C\c1ccc(Cl)c([N+](=O)[O-])c1)c1ccc(S(=O)(=O)N2CCCCC2)s1,16,-13,7,-7,-2,-3.4,0,39,-2.9
CCOc1ncccc1C(=O)OCC(=O)Nc1nnc(-c2ccccc2)o1,nt,nt,0,2,0,nt,-4,nt,nt
O=S(=O)(NCCSCc1ccc(Cl)c(Cl)c1)c1ccc2c(c1)OCCO2,-8,nt,1,7,-1,-0.5,19,nt,-0.7
O=C(NCc1ccccn1)c1ccc(Cn2c(=S)[nH]c3ccccc3c2=O)cc1,-1,6,5,-4,-3,-3.1,9,-10,-3.0
CC1CC(=O)N(CC(=O)NCc2ccc(F)cc2)c2ccccc2S1(=O)=O (stereo not given),3,1,-12,3,-1,-0.2,-6,16,-1.2
# The list goes on.
SMILES,HCV NS3 hel inh,p-CIP stab down,IDE cell inh,IDE cell activ,GalR3 antag,IMP-1 inh,CRFBP-R2 block,UBC9 SUMO inh,VIM-2 inh
CC1CCC(NC(=O)c2cnccn2)CC1 (stereo not given),-2,3,5,1,-2,-0.4,10,1,-0.1
CCNC(=O)COC(=O)CCNC(=O)c1ccc(Cl)cc1,-3,-9,-4,2,-7,-2.9,-4,12,-1.2
CCOC(=O)C1CCCN(C2CC(=O)N(c3ccc(NC(C)=O)cc3)C2=O)C1 (stereo not given),17,1,1,-6,4,-5.0,3,-2,-3.9
Cc1cnc(NC(=O)CSc2ncc(-c3ccccc3)n2Cc2ccco2)s1,-3,-4,3,3,-7,-3.0,-59,2,-1.8
CC(=O)NS(=O)(=O)c1ccc(NC(=S)Nc2ccccc2)cc1,0,-7,1,-1,-9,-3.2,1,3,0.9
CCOC(=O)C1CN(c2cc3c(cc2F)c(=O)c(C(=O)O)cn3CC)OC1C(=O)OCC (stereo not given),3,6,1,3,0,-1.5,-5,2,0.1
COc1ccc(NS(=O)(=O)c2ccc(NC(=S)NC(=O)c3ccc(Br)cc3)cc2)nn1,27,-1,3,2,0,-2.8,12,7,-2.5
